Myeloid diff 2: myeloid differentiation induction; calls only at 10 µM; 360,000 compounds, 1% hits; ER-HoxA9 myeloid progenitors, lysozyme-GFP differentiation, flow cytometry;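 active = normalized GFP-positive differentiation at or above the plate's own cutoff, the solvent-only control mean plus 3 SD; inconclusive = no clear call, values can overlap the other calls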;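 note: cells exposed to compound for four days before flow analysis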
Myeloid diff 2 GFP+ MAC1+ %: recorded beside Myeloid diff 2, whose call it bears; GFP+ MAC1+ double positive, %; measured here: differentiation confirmed by MAC1 staining
Numbers without * were called inactive; i = inactive; u = inconclusive; x = no result given; + = active, no number.

Compound,Myeloid diff 2 GFP+ MAC1+ %,Myeloid diff 2
CCCCC(c1nc2ccccc2[nH]1)n1c(=O)c(-c2ccccc2)nc2cc(C)c(C)cc21 (configuration not stated),0.4,i
Cc1cccc(-c2cc(NCCc3cccnc3)n3nccc3n2)c1,1.0,i
Cc1ccc(Cc2c(-c3ccccc3)nc3c(C)cc(Br)cn23)cc1,1.2,i
CCNC(=O)C1(C)CCN(C(=O)c2ccc(OC)cc2OC)C1 (configuration not stated),0.5,i
O=c1[nH]c(=S)[nH]c2c1[C@H](CCc1cccc(Cl)c1)O[C@H](C1CC1)C2,0.9,i
Cc1cccc(NC(=O)CN(C)C(C)C(=O)Nc2ccc(S(=O)(=O)N3CCCC3)cc2)c1C (configuration not stated),0.8,i
Cc1sc2nc(SCC(=O)Nc3ccc(Cl)c(C(=O)O)c3)[nH]c(=O)c2c1C,0.5,i
CCCNC(=O)c1cc(C2CCCCN2S(=O)(=O)Cc2cccc(C(F)(F)F)c2)on1 (configuration not stated),0.3,i
Clc1ccc(N2O[C@H]3C=C[C@@H]2C3)nc1,1.0,i
O=C(c1cccs1)c1ccccc1Cc1cccs1,0.4,i
Cc1cc2c(cc1C)N1C(=O)c3cc4ccccc4cc3NC(=O)C1C(=O)N2 (configuration not stated),1.5,i
COc1ccc(CNC(=O)C[C@H]2C[C@H](C(=O)N(C(C)C)C(C)C)[C@@]3(C)c4[nH]c5ccc(Cl)cc5c4CCN3C2=O)cc1OC,0.9,i
Cc1ccc(CS(=O)Cc2ccc(C(=O)N3CCN(c4cccc(C)c4C)CC3)o2)cc1 (configuration not stated),0.7,i
CC(=NO)c1cc(Br)c2cccc3c2c1CC3,0.7,i
CC(C)C[C@H]1CNC(=S)N1C[C@H]1CCCN1C[C@H](CC(C)C)N1C[C@H](Cc2ccccc2)N(CCc2ccccc2)C1=S,x,u
Oc1ccc(Cl)cc1Sc1cc(Cl)ccc1O,0.8,i
CCCC(=O)N1CCC1(C)C(=O)Nc1ccc(-n2cncn2)cc1 (configuration not stated),1.1,i
CC[C@H](C)[C@H]1CNC(=S)N1CC1CCN(CCC(C)(C)C)CC1,1.7,i
CCOC(=O)C1(C)CCN1C(=O)COc1ccccc1 (configuration not stated),1.8,i
CCC1(c2ccccc2)NC(=O)N(CC(=O)Nc2ccc3c(c2)CCC3)C1=O (configuration not stated),1.0,i
C[C@@H]1CN([C@@H](C)CO)C(=O)c2c(c3ccccc3n2C)-c2ccccc2CO[C@H]1CN(C)S(=O)(=O)c1ccc(C#N)cc1,0.8,i
CCc1nc2c(OCc3ccc(OC(F)F)cc3)cccn2c1N(C)C(=O)c1ccco1,0.1,i
COC(=O)C1=NNC(C(=O)OC)C1c1ccccc1 (configuration not stated),0.6,i
Cc1cccc(C2c3c(n(C)c(=O)n(C)c3=O)N=C3c4ccccc4C(=O)C32)c1 (configuration not stated),x,u
NC(Cc1ccc(C(F)(F)F)cc1)c1csc(Nc2nccc(C(F)(F)F)n2)n1 (configuration not stated),1.4,i
CC(Nc1nc(-c2cccnc2)nc2ccccc12)c1ccccc1 (configuration not stated),0.3,i
O=C(COC(=O)CC1SC(N2CCCC2)=NC1=O)Nc1ccc(Br)cc1 (configuration not stated),0.1,i
Nc1nc(SCc2ccccc2)c2ncn(C3OC(CO)C(O)C3O)c2n1 (configuration not stated),1.8,i
CC1Cc2[nH]c(=S)[nH]c(=O)c2C(C(C)C)O1 (configuration not stated),0.7,i
CCC1NC(=O)c2cc3ccccc3cc2-n2c1nc1cc(F)ccc1c2=O (configuration not stated),1.0,i
NNC(=O)CC1=NNC(=O)C1,0.7,i
OC(CSc1ccccc1)CN1CCN(c2ccccc2)CC1 (configuration not stated),0.8,i
CC(C)Nc1nc(Nc2ccc(F)cc2)c2sccc2n1,1.0,i
COCOCCn1cc(CN2CCS(=O)(=O)N(Cc3ccc(-c4ccc(Cl)c(Cl)c4)cc3)C(C(C)C)C2=O)nn1 (configuration not stated),0.8,i
O=C(NCc1ccccc1Cl)c1[nH]c(C(F)(F)F)nc1-c1ccccc1,1.0,i
CC(C)C[C@@H](CN1CCC[C@@H]1CN1C(=O)C(=O)NC[C@@H]1Cc1ccccc1)N1C[C@H](Cc2ccccc2)N(CC2CCCCCC2)C(=O)C1=O,0.0,i
COc1ccc(NC(=O)C[C@H]2C(=O)N(Cc3ccccc3)C[C@@H]2c2ccc(OC)cc2)cc1,0.3,i
CCc1c(N)nc(N)nc1Nc1ccc(C)c(C)c1,11,i
C[C@H](CO)N1C[C@H](C)[C@H](CN(C)C(=O)Nc2ccc(-c3cccs3)cc2)OCc2cnnn2CCCC1=O,1.1,i
CC(=O)Nc1cc(-c2cccc(CO)c2)cn2c(-c3ccc(C(C)=O)cc3)cnc12,0.4,i
CC(=O)c1ccc(OC2(C)CCN(Cc3csc4ccccc34)C2)cc1 (configuration not stated),1.0,i
Nc1nc(N)c(Br)c(Nc2ccc(Cl)c(Cl)c2)n1,0.7,i
COc1ccccc1N(CC(=O)NCCSCc1ccccc1)S(=O)(=O)c1ccccc1,0.4,i
CC1CCN(C(=O)c2ncn3c2c(=O)[nH]c2cccnc23)CC1,0.7,i
CCCCCCN1C[C@@H](O)[C@H](n2cc(-c3ccc(F)cc3)nn2)C[C@@H]1c1ccccc1,0.9,i
N#CC1(C#N)OC12CCS(=O)(=O)c1ccccc12 (configuration not stated),1.0,i
COc1ccc(NC(=O)Cn2nnc(-c3ccccc3)c2COc2ccc(C(C)=O)cc2)cn1,0.9,i
COc1ccc(CN2C(=O)c3ccccc3C2c2nnnn2-c2c(C)cccc2C)cc1OC (configuration not stated),1.1,i
CCOC(=O)C1(C)CCCN(C(=O)c2cccnc2SC)C1 (configuration not stated),0.7,i
O=C1CCC2(CCCC2)c2ccccc21,0.7,i

(further entries)
Compound,Myeloid diff 2 GFP+ MAC1+ %,Myeloid diff 2
CS(=O)(=O)N(CC(=O)N1CCCC1)c1ccc(F)cc1,0.9,i
Cc1ccc(S(=O)(=O)NC(=O)C2(C)CCN2C(=O)c2ccccc2CCc2ccccc2)cc1 (configuration not stated),0.6,i
Cc1cccnc1C(NC(=O)C1CCN(Cc2ccc(Oc3ccccc3)cc2)CC1)c1ccccc1 (configuration not stated),0.9,i
Cc1noc(C)c1C(=O)Nc1cc(S(=O)(=O)N2CCCCC2)ccc1N(C)C,0.9,i
O=C1Nc2cnc(Cl)nc2Nc2ccccc21,0.8,i
COc1ccc(Cn2cc(CN3CCOCC3)nn2)cc1,0.8,i
C[C@@H](NC(=O)Cn1cnc2c(NCc3ccccc3)ncnc21)c1cccc2ccccc12,0.6,i
CN(Cc1ccccc1F)c1cc2c(c3c1ccn3C)C1CCC2O1 (configuration not stated),2.1,i
Cn1c(=O)c2cc(NC(=O)Cc3cccnc3)ccc2n1-c1ccc2ccccc2c1,0.6,i
O=C1c2cccc3cccc(c23)C(=O)N1CCO,0.8,i
C=CCC1(CC=C)CCCN1C(=O)C1CCC(=O)N(Cc2ccc(Cl)cc2)C1 (configuration not stated),1.5,i
O=[N+]([O-])c1cccc(Oc2ncccc2[N+](=O)[O-])c1,1.6,i
CN(Cc1ccccc1)C(=O)c1cccc(NC(=O)Cc2ccc(NC(=O)C3CCCN(C(=O)C4CC4)C3)cc2)c1 (configuration not stated),1.3,i
CN(C)C(=O)c1ccc(NC(=O)c2cccc(-n3cnnn3)c2)cc1,0.8,i
COc1ccc(-c2nc3ccc(C)cn3c2CC2CCCCC2)cc1OC,0.4,i
O=C(Nc1ccc2c(c1)OCO2)c1ccc2sc([C@@H]3O[C@H](CO)[C@H](O)[C@H](O)[C@H]3O)nc2c1,1.1,i
COC(=O)C1=CN(c2ccc(OC)cc2)C(N)=C(C#N)C1c1cccc2ccccc12 (configuration not stated),3.5,i
CCOc1ccc(NC(=O)CN(C)C2=NS(=O)(=O)c3ccccc32)cc1,1.6,i
CCOC(=O)CCCCCC(=O)Nc1ccc2c(c1)C(=O)N([C@H](C)CO)C[C@H](C)[C@H](CN(C)C(=O)C1CCCCC1)OCCCC[C@@H](C)O2,1.4,i
Cc1cccc(NNC(=S)Nc2ccccc2)c1,0.8,i

Six compounds drawn at random from those above, as already listed:
Compound,Myeloid diff 2 GFP+ MAC1+ %,Myeloid diff 2
CCC1NC(=O)c2cc3ccccc3cc2-n2c1nc1cc(F)ccc1c2=O (configuration not stated),1.0,i
COc1ccc(NC(=O)Cn2nnc(-c3ccccc3)c2COc2ccc(C(C)=O)cc2)cn1,0.9,i
CCNC(=O)C1(C)CCN(C(=O)c2ccc(OC)cc2OC)C1 (configuration not stated),0.5,i
CCc1nc2c(OCc3ccc(OC(F)F)cc3)cccn2c1N(C)C(=O)c1ccco1,0.1,i
CS(=O)(=O)N(CC(=O)N1CCCC1)c1ccc(F)cc1,0.9,i
CCOc1ccc(NC(=O)CN(C)C2=NS(=O)(=O)c3ccccc32)cc1,1.6,i

Continued.
Compound,Myeloid diff 2 GFP+ MAC1+ %,Myeloid diff 2
COc1ccc(NC(=O)c2cc(-c3ccc(F)cc3C)n[nH]2)cc1OC,1.3,i
COc1cc(CNC[C@H]2O[C@@H](n3ccc(N)nc3=O)[C@H](O)[C@@H]2O)ccc1OCc1ccc(C)cc1,0.2,i
COC(=O)c1sc(NC(=O)COC(=O)C2CCC2)c(C(=O)OC)c1C,0.5,i
Cc1c(C(=O)NCc2ccc3c(c2)OCO3)sc(=O)n1Cc1ccc(-c2ccccc2)cc1,1.9,i
Cc1cc(OCC(=O)Nc2nnc(C3CC3)s2)ccc1Cl,1.3,i
CCC1NC(=O)c2cc3ccccc3cc2-n2c1nc1cc(OC)c(OC)cc1c2=O (configuration not stated),0.3,i
CCOC(=O)C1(C)CCCN1C(=O)c1ccc2ccccc2c1 (configuration not stated),2.1,i
COc1cc(C=NN2CCCCC2)cc(OC)c1OC,0.6,i
NC(=Nc1ccccc1)N(c1ccccc1)c1ccccc1,0.4,i
COC(=O)[C@H](Cc1ccc(O)cc1)NCCCn1cnc(C(=O)Nc2ccc(C)c(C)c2)n1,0.7,i
CC1CCc2c(sc(NC(=O)CSc3nc(N)cc(=O)[nH]3)c2C(N)=O)C1 (configuration not stated),0.7,i
O=C(O)c1ccc(OS(=O)(=O)c2ccc(Cl)s2)cc1,0.7,i
CN(C)CCCN1c2ccc(O)cc2Sc2ccc(Cl)cc21,0.3,i
NC1=NN(c2ccccc2)C(=O)C1,0.3,i
Cc1ccc(Cc2c(-c3ccc(C)cc3)nc3c4ccccc4ccn23)cc1,1.1,i
COc1ccc([C@H]2CC(=O)C[C@@H](CCn3cc(C(C)C)nn3)O2)cc1,0.9,i
CNC[C@H]1Oc2cc(Br)ccc2S(=O)(=O)N([C@@H](C)CO)C[C@@H]1C,1.1,i
CC(=O)OCC1CC(COC(C)=O)C(COC(C)=O)CC1COC(C)=O (configuration not stated),0.6,i
O=C1CCCC2=C1CC(C(=O)OCc1ccccc1)C(=O)N2Cc1ccccc1 (configuration not stated),1.0,i
CCCCN(C(=O)c1ccc(S(=O)(=O)N(C)c2ccccc2)cc1)c1c(N)n(CCC)c(=O)[nH]c1=O,0.6,i
Cc1ccc(N(Cc2ccccc2)C(=O)CSC(C)C(=O)Nc2cc(C)on2)cc1 (configuration not stated),3.0,i
Cc1cccc(C)c1NC(=O)C(c1ccccc1OC(F)(F)F)N1CCN(C/C=C/c2ccccc2)CC1 (configuration not stated),2.9,i
O=C(NC1CCCCC1)C1c2ccccc2OCC(=O)N1CCCN1CCOCC1 (configuration not stated),1.3,i
CCCCN1C(=O)C(CC(=O)NC2CCCC2)CC(C(=O)N(C)C)=C1C (configuration not stated),1.7,i
OC(c1ccc(F)c(F)c1)c1nc(-c2ccc(Cl)cc2)cs1 (configuration not stated),1.2,i
CCOC1=C2CN(S(=O)(=O)c3ccc(C)cc3)[C@H](c3cccc(Cl)c3)C[C@H]2[C@H]2C(=O)N(c3ccccc3)C(=O)[C@H]2C1,0.9,i
Cc1cn([C@H]2C[C@H](O)[C@@H](/C=C/C(=O)NCCc3cccnc3)O2)c(=O)[nH]c1=O,0.6,i
COCc1cccc(-c2csc(C(O)c3cccc(OC)c3)n2)c1 (configuration not stated),0.7,i
C[C@@H]1Cc2[nH][nH]c(=O)c2[C@H](C)O1,1.4,i
CC1=C(C(=O)N(C)C)CC(CC(=O)NC(c2ccccc2)c2ccccc2)C(=O)N1CCCN1CCCC1=O (configuration not stated),1.1*,+
CC(=O)OC1CC2(C)C(CCC2(O)C(C)=O)C2CCC3C(Cl)C(=O)CCC3(C)C12 (configuration not stated),1.5,i
Clc1ccccc1OCCNc1nc(NCC2CC2)nc2ccsc12,1.1,i
Nc1ccn([C@@H]2O[C@H](C(=O)Nc3ccc(C(=O)N4CCCCC4)cc3)[C@@H](O)[C@H]2O)c(=O)n1,0.6,i
COc1ccc([C@@H]2C[C@H]3[C@@H](CN2S(=O)(=O)c2ccccc2)C(=O)C[C@@H](c2ccccc2F)N3S(=O)(=O)c2ccc(C)cc2)cc1,1.4,i
CCCCCC(=O)N1C[C@@H](n2cc(-c3ccc(F)cc3)nn2)[C@H](O)C[C@@H]1c1ccc(C)cc1,0.0,i
CN(c1ccccc1)S(=O)(=O)c1ccc(C(=O)NCc2ccccc2CN2CCCC2)cc1,0.2,i

Assay outcomes deposited in PubChem by NMMLSC.

This is a subset (hit frequency here may not be typical).
